Screening data: PubChem BioAssay, National Center for Advancing Translational Sciences (NCATS)
LmPK inh: qHTS Assay for Inhibitors of Leishmania Mexicana Pyruvate Kinase (LmPK); purified LmPK, Kinase-Glo ATP luminescence, 1 h; Potency, µM (titrated, usually from 57.5 µM), for the others: at the highest dose activity change, negative = inhibition, usual class: inhibitors; hit rate 0.37% among 290,000; AID 1721, 2009
Target sequence (Q27686 whole entry, looked up): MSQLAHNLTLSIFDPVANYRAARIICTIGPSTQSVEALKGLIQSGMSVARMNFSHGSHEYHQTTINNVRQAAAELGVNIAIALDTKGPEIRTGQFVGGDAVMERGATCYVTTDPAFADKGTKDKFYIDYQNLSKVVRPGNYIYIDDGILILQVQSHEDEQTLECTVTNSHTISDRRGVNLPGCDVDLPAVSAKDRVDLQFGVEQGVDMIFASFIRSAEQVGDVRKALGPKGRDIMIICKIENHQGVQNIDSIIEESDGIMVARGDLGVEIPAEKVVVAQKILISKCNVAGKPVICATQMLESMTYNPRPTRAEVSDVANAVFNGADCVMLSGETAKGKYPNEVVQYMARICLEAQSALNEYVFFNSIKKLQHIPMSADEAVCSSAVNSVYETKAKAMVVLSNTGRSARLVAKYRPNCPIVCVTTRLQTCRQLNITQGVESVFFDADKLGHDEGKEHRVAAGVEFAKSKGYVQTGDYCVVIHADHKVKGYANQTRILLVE
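qHTS format; LmPK 0.1 nM; substrates PEP 0.5 mM and ADP 0.1 mM. One-hour room-temperature incubation, then coupled luciferase luminescence; 0.5 nM enzyme wells mark activation.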
Pf growth 48h: Primary qHTS for delayed death inhibitors of the malarial parasite plastid, 48 hour incubation | hit rate 5.9% among 310,000 | P. falciparum luciferase growth in erythrocytes, 48 h | AID 504832, 2011 | Potency, µM (top dose mostly 28.7 µM), inactives show top-dose activity change, negative = inhibition, most hits filed as inhibitors
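Here the parasites carry a stable luciferase gene and grow inside erythrocytes in Albumax-based RPMI medium with compound for one erythrocytic cycle. Activity is scored as loss of luminescent signal.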
Tb PYK inh: qHTS of Trypanosoma Brucei Inhibitors; pyruvate kinase (Trypanosoma brucei), Q57TT1; TbPYK enzyme, Kinase-Glo Plus ATP luminescence, 45 min; Potency, µM (doses to about 76.8 µM), inactives show at the highest dose activity, negative = inhibition, most hits filed as inhibitors; hit rate 0.12% among 410,000; further: nearly all actives have a fitted effect of over 50% in size
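Luminescent Kinase-Glo Plus end-point after 45 min room-temperature reaction of T. brucei pyruvate kinase started with 130 uM ADP (final). Buffer TEA 50 mM pH 7.2 with KCl, MgCl2, BSA, Tween-20; titration-based qHTS with fitted concentration-effect curves.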
HCV inhibitor: qHTS Assay for Inhibitors of Hepatitis C Virus (HCV); Potency, µM (highest dose often 41.8 µM), without a hit: at the highest dose activity change, negative = inhibition, actives largely listed as inhibitors; Huh7.5.1 HCVcc-Cre infection, luciferase reporter, 44 h; hit rate 3.4% among 340,000
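Luciferase read-out (15 sec integration) after a 15 min room-temperature substrate step quantifies HCVcc-Cre infection. Cells, 1,000 per well, had compound added 4 h post-plating, then virus at ~0.5 moi, and were cultured 44 h.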
Pf growth 96h: Primary qHTS for delayed death inhibitors of the malarial parasite plastid, 96 hour incubation | P. falciparum luciferase reporter growth, 96 h | Potency, µM (doses to about 28.7 µM), inactives show at the top dose activity change, negative = inhibition, usual class: inhibitors | hit rate 6.9% among 320,000 | AID 504834, 2011
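Compounds incubated with erythrocytes infected by luciferase-expressing P. falciparum (2% hematocrit, 0.05% parasitemia final) for 96 hours, 37 C in 5% CO2. Growth inhibition scored as decreased luciferase luminescence.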
Sm TGR inh: qHTS Assay for the Inhibitors of Schistosoma Mansoni Peroxiredoxins; hit rate 3% among 360,000; Schistosoma mansoni thioredoxin glutathione reductase (TGR), Q962Y6; Potency, µM (doses to about 114 µM), inactives show at the top dose activity change, negative = inhibition, hits mostly inhibitors; purified TGR, DTNB reduction, TNB absorbance 405 nm; further: nearly all actives have a fitted effect of over 60% in size
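Kinetic colorimetric format: TGR-catalysed, NADPH-driven DTNB reduction monitored via TNB absorbance. Enzyme dispensed at 20 nM; compound exposure 15 min at room temperature before reaction start.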
The depositor's hits bear a star; ? = inconclusive; . = no result given; & = joins results of further samples; [ ] = dose if it differs, or a comment. The call rests on the fitted dose curve; in most records, active means well fitted curve in the direction sought with a large enough effect; inconclusive means small, poorly fitted or top-dose-only effect, or another doubt; inactive means no such curve, though single readings can be large; an effect the other way counts as inactive or inconclusive. On the % scale 0 is the no-effect control and ±100 the full control effect; potency means the concentration at half of the fitted maximal effect. Compounds as they come. About 16% of those tested had a hit in this group.

SMILES | LmPK inh | Pf growth 48h | Tb PYK inh | HCV inhibitor | Pf growth 96h | Sm TGR inh
Cc1cc(C(=O)Nc2ccc(N3CCCC3)c(Cl)c2)ccc1[N+](=O)[O-] | 0% | 8% | -3% | ? | 9.3µM* | 5%
O=C(Nc1ccc(F)cc1)NC1CCN(Cc2nnnn2Cc2ccco2)CC1 | 0% | -26% | -13% | ? | . | ?
O=S(=O)(Nc1ccc2c(c1)OCO2)c1ccccc1 | 6% | -3% | 0% | 3% | . | 3%
O=C(c1ccccc1)c1ccc(C(=O)N2CCN(c3ccccc3)CC2)cc1 | 2% | 17% | 7% | -5% | -14% | 0%
Cc1ccc(SC(CC(=O)c2ccc(C)cc2)C(=O)O)cc1 (stereo not given) | -2% | . | -18% | 2% | ? | 13µM*
COc1ccc2cc3cc(C(=O)N4CCCC(C)C4)oc3nc2c1 (stereo not given) | -1% | 18% | -1% | -18% | 12µM* | 7%
O=C(CSc1nnc(-c2ccccc2)c(-c2ccccc2)n1)N1CCOCC1 | -3% | . | 11% | 2% | 6% | 1%
O=C(COc1ccccc1Cl)N(Cc1ccco1)C1CCS(=O)(=O)C1 (stereo not given) | -8% | -14% | 2% | 8% | ? | -21%
CCOc1ccc(C(=O)Nc2ccc(NC(=O)c3ccco3)c(Cl)c2)cc1Cl | 19% | . | -10% | ? | 17% | -18%
CCc1c(C)[nH]n(-c2nc(-c3cccc([N+](=O)[O-])c3)cs2)c1=O | 0% | -4% | 4% | 12% | 8% | -6%
C/C(=N\N1CCN(Cc2ccccc2Cl)CC1)c1ccc(F)cc1 | -1% | 33%[activator] | 0% | 22% | 25% | -8%
Cc1c(S(=O)(=O)N2CCN(c3ccc(F)cc3)CC2)c(=O)n(C)c(=O)n1C | -6% | -4% | 4% | . | 1% | 8%
O=C(NCC(=O)N(c1ccccc1)C(C(=O)NCC1CCCO1)c1ccccc1)c1cccs1 (stereo not given) | 3% | 9% | -6% | 7% | -23% | -12%
CCN(CC)CCN1C(=O)C(=O)/C(=C(/O)c2cnn(-c3ccccc3)c2C)C1c1ccc(C)o1 (stereo not given) | 0% | 57%[activator] | -20% | 15% | . | ?
Cc1nnc(NC(=O)c2ccc(S(=O)(=O)N3CC(C)OC(C)C3)cc2)o1 (stereo not given) | 4% | -8% | 2% | 21% | 0% | 8%
CCN1CCN(Cc2ccc(NC(=O)c3ccc(C)c(/C=C/c4cnc(Nc5cc(N6CCNCC6)nc(C)n5)cn4)c3)cc2C(F)(F)F)CC1 | 1% | ? | -1%&-21% | ? | ? | ?
CC(C)n1c(O)c(C=NCc2ccccc2)c(=O)[nH]c1=S | 6% | -2% | -2% | 3% | 25% | -1%
O=S1(=O)C=C(SCCN2CCCC2)c2ccccc21 | -6% | -8% | 4% | 11% | . | -17%
N#Cc1ccc(/C=C2\CCCCn3c2nc2cc(C(=O)O)ccc2c3=O)cc1 | -4% | -9% | 3% | 25% | -22% | 2%
COc1cnc(-c2ccccn2)nc1Sc1ccccc1Cl | 9% | ? | 2% | ? | ? | 7%
C/C(=N\Nc1nccnc1Cl)c1ccc(O)c(C)c1 | 9% | 70%[activator] | -9% | -6% | 122%[activator] | -27%
Cc1cc(NC(=O)C(C)SCC(=O)NCc2ccc(F)cc2)no1 (stereo not given) | . | ? | 4% | 29% | -20% | -19%
COc1ccc2oc(=O)c(C(=O)Nc3ccccc3O)cc2c1 | -20% | 59%[activator] | -2% | 6% | 60%[activator] | -3%
Cc1cc(C)c(NC(=O)c2ccccc2C(=O)c2ccccc2)c(C)c1 | -1% | ? | 5% | 0% | -20% | 0%
O=c1c2cc([N+](=O)[O-])ccc2nc(CN2CCN(c3ccccn3)CC2)n1-c1ccccc1F | 0% | 64%[activator] | -2% | -13% | 13µM* | -1%
Cc1nc(SCC(=O)NCC2CCCO2)c2cc(-c3ccccc3)sc2n1 (stereo not given) | . | ? | 0% | ? | 12% | -13%
COc1cc(CN2CCCC(C(=O)Nc3ccccc3Oc3cccnc3)C2)ccc1F (stereo not given) | 9% | ? | 5% | ? | ? | 15%
Cc1ccccc1-n1c(C)nnc1SC(C)C(=O)NCC1CCCO1 (stereo not given) | . | -23% | 2% | 21% | -2% | -7%
O=C(/C=C\Nc1ccccc1Br)c1ccc2c(c1)OCO2 | 6% | 252%[activator] | 0% | ? | ? | 1%
Cc1cccc(CN2CCC(C(=O)Nc3cccc(-c4cscn4)c3)CC2)n1 | -7% | ? | 2% | -1% | -15% | -25%

Just Tb PYK inh and Sm TGR inh, for some of the entries so far:
| canonical_smiles | Tb PYK inh | Sm TGR inh |
| --- | --- | --- |
| Cc1ccccc1-n1c(C)nnc1SC(C)C(=O)NCC1CCCO1 (stereo not given) | 2% | -7% |
| Cc1nc(SCC(=O)NCC2CCCO2)c2cc(-c3ccccc3)sc2n1 (stereo not given) | 0% | -13% |

Later entries.
SMILES | LmPK inh | Pf growth 48h | Tb PYK inh | HCV inhibitor | Pf growth 96h | Sm TGR inh
CCOc1ccccc1-c1cc(C(=O)N/N=C/c2ccc(O)c(OC)c2)c2ccccc2n1 | 2% | ? | -5% | -4% | -7% | -1%
COc1cc(/C=C2\SC(=S)N(CCC(=O)Nc3ccc(O)cc3)C2=O)cc(OC)c1OC | 0% | -14% | -15% | ? | ? | -11%
Cn1c(SCC(=O)N2c3ccccc3CCc3ccccc32)nnc1-c1cc2ccccc2cc1O | 3% | 1.9µM* | -7% | ? | -92% | 0%
CN(C)S(=O)(=O)c1ccc(NC(=O)CN2CCCC2c2ccc3c(c2)OCCCO3)cc1 (stereo not given) | . | ? | 1% | -13% | ? | -1%
CCCN1C2CCCC1CC(NC(=O)c1cc(OC)cc(OC)c1)C2 (stereo not given) | 5% | ? | -10% | 5% | ? | -110%
CC(C)NC(=O)c1onc(CSc2cccc(F)c2)c1C(=O)O | -1% | ? | 0% | 5% | ? | -19%
COC(=O)C1=C(c2ccccc2OCc2ccccc2)C[C@@H]2CC[C@H]1N2C(=O)NCc1cccc(C(F)(F)F)c1 | . | 10µM* | -11% | ? | ? | 1%
C=CCNC(=O)CN(c1ccc(F)c(Cl)c1)S(C)(=O)=O | 0% | -4% | -4% | 10% | . | -5%
O=C(NC(NC(=O)c1ccccc1)c1ccccc1)c1ccccc1 | 3% | . | 3% | 8% | ? | -5%
COc1cccc(CC(=O)N[C@@H](CCSC)c2nc3ccccc3[nH]2)c1 | 8% | ? | 5% | -1% | -2% | ?
Cc1cccc(C)c1N1C(=O)C2ON(c3ccccc3)C(c3ccncc3)C2C1=O (stereo not given) | 3% | 14% | -25% | 12% | ? | -18%
COc1ccc(OC)c(C(O)c2coc3ccc(O)c(CN(C)C)c23)c1 (stereo not given) | 1% | 0% | 1% | 3% | 180%[activator] | 10%
CCN(CC)S(=O)(=O)c1ccc(N2CCN(C)CC2)c(NC(=O)CSCC(=O)Nc2cccc(C)c2)c1 | . | 17µM* | 0% | -4% | ? | 1%
CC(=O)N1CCN(CC(=O)Nc2cc(S(=O)(=O)N3CCOCC3)ccc2C)CC1 | -2% | 36%[activator] | 3% | 6% | -6% | 1%
CCC(=O)c1cn(Cc2ccccc2C#N)c2ccccc12 | -3% | . | 9% | ? | ? | 9%[11.4 µM]
COc1ccc(-c2c(C)nn(Cc3ccccc3)c2N)cc1 | 4% | 4% | 2% | . | 2% | 7%
NS(=O)(=O)c1ccc(NC(=S)NC(=O)c2ccc3c(c2)OCO3)cc1 | 2% | 23% | -6% | -4% | 28% | -5%
Cc1cccc(NC(=O)N2CCC(n3nnc4cc(C)ccc43)CC2)c1 | -1% | ? | 2% | ? | 11% | .
CCOc1cc2[nH]c(=O)n(Cc3ccc(C(=O)NCCCN4CCCC4=O)cc3)c(=O)c2cc1OCC | 9% | -7% | 1% | 1% | -28% | -4%
COc1ccccc1C(=O)NCC(c1cccnc1)N(C)C (stereo not given) | 1% | 6% | 2% | 4% | 8%[5.75 µM] | -20%
O=C(C1CC1)N1CCN=C1SCc1ccccc1Cl | 4% | . | 2% | 24% | ? | 2%
O=c1cccc2n1CC1CC2CN(Cc2c(F)cccc2Cl)C1 (stereo not given) | 3% | -14% | 3% | 18% | 9.3µM* | 0%
CN(C)c1nc(C#N)nc(N2CCOCC2)n1 | 1% | ? | 4% | ? | . | -31%
Cc1nc2ccccc2c(=O)n1NCc1cc(Br)cs1 | 5% | -7% | 0% | -10% | ? | 6%
O=C(c1cccs1)N1CCN(S(=O)(=O)c2ccccc2)CC1 | -3% | . | -4% | 3% | -3% | 9%
COc1ccc(S(=O)(=O)N(Cc2nc3ccccc3c(=O)[nH]2)C2CCCC2)cc1 | 5% | -29% | 2% | ? | . | -17%
CC(C)C(=O)N1CCN(c2ccc(NC(=O)c3ccc4c(c3)OCCO4)cc2Cl)CC1 | 3% | . | -1% | 13µM* | 4.7µM* | -24%
COc1ccc(-c2c(C)oc3c(CN4CCN(C)CC4)c(O)ccc3c2=O)cc1 | -1% | -5% | 0% | 17% | ? | 0%

Compounds listed so far with an aryl methoxy group, in the order listed:
SMILES | LmPK inh | Pf growth 48h | Tb PYK inh | HCV inhibitor | Pf growth 96h | Sm TGR inh
COc1ccc2cc3cc(C(=O)N4CCCC(C)C4)oc3nc2c1 (stereo not given) | -1% | 18% | -1% | -18% | 12µM* | 7%
COc1cnc(-c2ccccn2)nc1Sc1ccccc1Cl | 9% | ? | 2% | ? | ? | 7%
COc1ccc2oc(=O)c(C(=O)Nc3ccccc3O)cc2c1 | -20% | 59%[activator] | -2% | 6% | 60%[activator] | -3%
COc1cc(CN2CCCC(C(=O)Nc3ccccc3Oc3cccnc3)C2)ccc1F (stereo not given) | 9% | ? | 5% | ? | ? | 15%
CCOc1ccccc1-c1cc(C(=O)N/N=C/c2ccc(O)c(OC)c2)c2ccccc2n1 | 2% | ? | -5% | -4% | -7% | -1%
COc1cc(/C=C2\SC(=S)N(CCC(=O)Nc3ccc(O)cc3)C2=O)cc(OC)c1OC | 0% | -14% | -15% | ? | ? | -11%
CCCN1C2CCCC1CC(NC(=O)c1cc(OC)cc(OC)c1)C2 (stereo not given) | 5% | ? | -10% | 5% | ? | -110%
COc1cccc(CC(=O)N[C@@H](CCSC)c2nc3ccccc3[nH]2)c1 | 8% | ? | 5% | -1% | -2% | ?
COc1ccc(OC)c(C(O)c2coc3ccc(O)c(CN(C)C)c23)c1 (stereo not given) | 1% | 0% | 1% | 3% | 180%[activator] | 10%
COc1ccc(-c2c(C)nn(Cc3ccccc3)c2N)cc1 | 4% | 4% | 2% | . | 2% | 7%
COc1ccccc1C(=O)NCC(c1cccnc1)N(C)C (stereo not given) | 1% | 6% | 2% | 4% | 8%[5.75 µM] | -20%
COc1ccc(S(=O)(=O)N(Cc2nc3ccccc3c(=O)[nH]2)C2CCCC2)cc1 | 5% | -29% | 2% | ? | . | -17%
COc1ccc(-c2c(C)oc3c(CN4CCN(C)CC4)c(O)ccc3c2=O)cc1 | -1% | -5% | 0% | 17% | ? | 0%
